GLP-1R inv ag: inverse agonists of human GLP-1 receptor; P43220; HEK293 GLP-1R CRE-luciferase, luminescence, 24 h; GLP-1R form is constitutively active; Potency, µM (highest dose often 38.3 µM), without a hit: at the top dose activity change, negative = inhibition, hits mostly inhibitors; actives 1.6% (n = 410,000); also: potency is read from the fitted curve at half-maximal effect; % is scaled to controls: 0 for no effect and ±100 for the full control effect; nearly all actives have a fitted effect of over 55% in size
Target sequence (P43220 whole entry, looked up): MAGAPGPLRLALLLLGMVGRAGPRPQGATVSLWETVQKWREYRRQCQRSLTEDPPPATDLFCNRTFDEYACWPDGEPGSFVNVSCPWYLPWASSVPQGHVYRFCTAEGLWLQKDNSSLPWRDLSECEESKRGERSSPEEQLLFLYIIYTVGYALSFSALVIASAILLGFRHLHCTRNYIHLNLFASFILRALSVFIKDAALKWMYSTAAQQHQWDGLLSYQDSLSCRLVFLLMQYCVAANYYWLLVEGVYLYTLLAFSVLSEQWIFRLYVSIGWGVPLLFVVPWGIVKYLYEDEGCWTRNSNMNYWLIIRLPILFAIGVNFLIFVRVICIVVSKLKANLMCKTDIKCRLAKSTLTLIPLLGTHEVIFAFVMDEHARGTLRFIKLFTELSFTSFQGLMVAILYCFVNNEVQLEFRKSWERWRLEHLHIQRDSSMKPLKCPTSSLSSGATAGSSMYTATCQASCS
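Inverse agonists were sought by their lowering of basal cAMP reporter luciferase output in HEK293 cells stably carrying constitutively active human GLP-1R, after 24 h compound treatment.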
PLK1 PBD inh: PLK1 (human) polo-box domain binding inhibition; actives 2.8% (n = 360,000); AID 720504; P53350; Plk1 PBD binding of FITC phosphopeptide, fluorescence polarization; Potency, µM, for the others: max response, negative = inhibition, actives largely listed as inhibitors; also: potency is read from the fitted curve at half-maximal effect; series mostly up to about 57 µM; % is scaled to controls: 0 for no effect and ±100 for the full control effect; nearly all actives have a fitted effect of over 65% in size
Target sequence (P53350 whole entry, looked up, the tested form may be a part): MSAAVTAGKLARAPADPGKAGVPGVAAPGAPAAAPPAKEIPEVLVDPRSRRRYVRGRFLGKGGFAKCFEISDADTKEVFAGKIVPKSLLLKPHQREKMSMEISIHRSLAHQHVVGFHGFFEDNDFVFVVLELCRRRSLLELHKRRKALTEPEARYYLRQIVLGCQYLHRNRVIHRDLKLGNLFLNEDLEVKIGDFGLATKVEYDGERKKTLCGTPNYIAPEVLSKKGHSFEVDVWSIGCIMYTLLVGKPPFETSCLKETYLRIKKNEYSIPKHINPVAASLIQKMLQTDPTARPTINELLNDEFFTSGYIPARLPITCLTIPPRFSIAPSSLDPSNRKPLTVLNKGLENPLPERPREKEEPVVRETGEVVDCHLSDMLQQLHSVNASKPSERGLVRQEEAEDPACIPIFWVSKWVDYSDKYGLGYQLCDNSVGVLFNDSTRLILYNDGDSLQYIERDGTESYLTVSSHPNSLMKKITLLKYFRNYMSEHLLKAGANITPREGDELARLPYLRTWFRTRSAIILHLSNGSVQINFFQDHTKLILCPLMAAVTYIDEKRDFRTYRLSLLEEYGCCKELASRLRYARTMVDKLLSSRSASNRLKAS
IL-2 act: IL-2 activation | activation, % (series mostly up to about 46 µM) | IL-2 activation reporter assay, cell-based qHTS; stimulated with anti-CD3/CD4/CD28 beads; in transgenic mouse T cells | actives 0.065% (n = 360,000) | AID 652025; in the data active = activation above about 50%; inconclusive = mostly about 30% to 49%; also: 0% is about no effect
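Unstimulated transgenic mouse T cells preincubated 60 min with compound, then stimulated with anti-CD3/anti-CD4-coated beads plus anti-CD28 for 18 h at 37 degrees C. IL-2 response read as EGFP and DsRed fluorescence by plate cytometry.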
WRN inhibitor: blocks human WRN helicase. Potency, µM (doses to about 114 µM), without a hit: top-dose activity change, negative = inhibition, usual class: inhibitors. WRN helicase unwinding, fluorescent forked duplex, kinetic. AID 651768. Q14191. actives 0.46% (n = 360,000); also: potency is read from the fitted curve at half-maximal effect; % is scaled to controls: 0 for no effect and ±100 for the full control effect; nearly all actives have a fitted effect of over 55% in size
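Kinetic red-fluorescence monitoring (525/598 nm) tracks WRN helicase activity after 100 nM fluorophore-quencher forked duplex and 2 mM ATP are added to 20 nM enzyme pretreated 15 min at room temperature with compound.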
GLP1R cytotox: cytotoxicity in counter-screen for GLP-1R inverse agonists | HEK293 cAMP-luciferase reporter cells, luminescence, 24 h | Potency, µM (top dose mostly 38.3 µM), for inactives: at the highest dose activity change, negative = inhibition, usual class: inhibitors | actives 0.13% (n = 410,000);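 also: loss of luciferase light is scored as toxicity; potency is read from the fitted curve at half-maximal effect; % is scaled to controls: 0 for no effect and ±100 for the full control effect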
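Luminescence readout: signal drop marks cytotoxicity. Plated cells grew 12 h at 37 °C, 5% CO2, received 23 nL compound for 24 h, then got luciferase reagent, read after 12 min at RT.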
GLP1R ag: GLP-1 receptor (human) agonism. P43220. HEK293 GLP-1R CRE-luciferase, luminescence, 4-6 h; cells express a hypersensitive GLP-1R form. Potency, µM (top dose mostly 45.6 µM), for inactives: at the highest dose activation, most hits filed as activators. actives 0.007% (n = 380,000). AID 624172; also: potency is read from the fitted curve at half-maximal effect; % of control where 0% means no effect
DRD3 agonist: agonists of human D3 dopamine receptor; P35462; D3R DiscoveRx beta-arrestin cells, luminescence, 90 min; max activation, %; actives 0.58% (n = 410,000); AID 652048; in the data active = max activation above about 30%; also: 0% is about no effect; mostly tested at two doses, the higher about 12 µM
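Cells at 1500/well, incubated overnight, then treated with pinned compounds (dopamine as control) for 90 min at 37 degrees C. DiscoveRx reagent added for 30 - 60 minutes at room temperature; luminescence read.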
PI5P4Ka inh: inhibitors of human PI5P4K alpha; P48426; max response, %; actives 1.2% (n = 330,000); PI5P4Kalpha enzyme, ADP-Glo luminescence, 60 min; active compounds read low; active = max response of -50% or lower; inconclusive = between -30% and -50%; inactive = -30% or higher; also: value at the top dose of about 77 µM; % is scaled to controls: 0 for no effect and ±100 for the full control effect
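Controls without substrate or without enzyme flank wells where PI5P4Kalpha converts substrate using 5 microM ATP (final). Incubation lasts 60 minutes at room temperature; ADP formed is read by ADP-Glo luminescence.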
DRD3 antagonist: D3 dopamine receptor (human) antagonism; D3R cells, DiscoveRx beta-arrestin luminescence, antagonist mode; active compounds read low; actives 2.5% (n = 360,000); max response, negative = inhibition, %; P35462; in the data active = max response below about -50%; inconclusive = no clear call, values can overlap the other calls; also: % is scaled to controls: 0 for no effect and ±100 for the full control effect; mostly tested at two doses, the higher about 12 µM
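Cells expressing the human receptor were seeded at 1500 cells/well, incubated overnight at 37 degrees C in 5% CO2, then exposed to library compounds with dopamine controls for 90 minutes at 37 degrees C before luminescent detection.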
The depositor's hits bear a star; ? = inconclusive; . = no result given; & = joins results of further samples; [ ] = dose if it differs, or a comment. Unless noted, calls follow the shape of the dose curve; as a rule, active = well fitted curve in the direction sought with a large enough effect; inconclusive = small, poorly fitted or top-dose-only effect, or another doubt; inactive = no such curve, though single readings can be large; an effect the other way counts as inactive or inconclusive.

#	Structure	GLP-1R inv ag	PLK1 PBD inh	IL-2 act	WRN inhibitor	GLP1R cytotox
1	CC1(C)CC(=O)C(C(=O)c2ccccc2)C(=O)C1Cl (stereo unspecified)	3.6%	-6.6%	1.4	2.1%	1.2%
2	COc1cc(NC(=O)NNC(=O)c2cc3occc3n2C)cc(OC)c1OC	5.1%	-7.6%	-2.7	8.5%	4.8%
3	Cc1cc(C)cc(NC(=S)N=Nc2c(O)n(C)c3ccc(S(=O)(=O)N4CCOCC4)cc23)c1	?	-16.7%	-0.8	-27.2%	?
4	Cc1cccc(NC(=O)c2ccc3nsnc3c2)c1C	1.0%	-15.9%	-3.2	-27.3%[57.1 µM]	2.8%
5	O=C(COC(=O)c1ccccc1-n1cnnn1)c1ccc(F)c(F)c1	4.7%	-9.5%	-3.8	-5.2%	-3.7%
6	CC(=O)NCc1ccc(C(=O)COC(=O)COc2ccc(Cl)c(C)c2)s1	10.3%	-8.0%	-0.6	-5.3%	7.0%
7	O=C(OCCCOc1ccc(F)cc1)c1ccc(O)cc1O	?	-9.5%	-0.5	-21.8%	-5.5%
8	O=c1cc(-c2ccc(Cl)cc2)[nH][nH]1	2.7%	0.1%	-0.9	-1.7%	-1.2%
9	COc1ccc(/C=N\NC(=O)CCc2c(C)n[nH]c2C)c(OC)c1OC	3.8%	-7.3%	8.5	-6.7%	7.7%
10	COC(=O)/C(=N/Nc1ccccc1)N1CCCc2ccccc21	0.0%	1.1%	-3.8	-12.0%	6.4%
11	Cc1occc1-c1nnc(SCC(=O)Nc2nc3ccccc3s2)o1	15.2%	-0.6%	-2.4	10.6%	-24.3%
12	O=C1CNC(=O)/C1=C/c1ccc(O)cc1	-13.2%	-29.3%	1.8	-11.2%	12.5%

#	GLP1R ag	DRD3 agonist	PI5P4Ka inh	DRD3 antagonist
1	-5.1%	2.0	-1.9	0.4
2	3.7%	18.0	1.3	5.2
3	1.3%	-7.3	-12.8	?
4	1.8%	-4.8	-3.1	-7.3
5	-0.2%	-10.1	-9.0	-11.1
6	-7.5%	5.7	-8.5	0.9
7	1.2%	2.8	2.7	17.1
8	-5.3%	-35.1	.	?
9	6.6%	-1.8	1.8	2.9
10	6.5%	3.7	8.7	-2.6
11	6.5%	23.6	.	-103.4*
12	5.8%	2.0	.	-19.3

Structures shown so far containing two or more sulfur atoms (2):
#	Structure	GLP-1R inv ag	PLK1 PBD inh	IL-2 act	WRN inhibitor	GLP1R cytotox
3	Cc1cc(C)cc(NC(=S)N=Nc2c(O)n(C)c3ccc(S(=O)(=O)N4CCOCC4)cc23)c1	?	-16.7%	-0.8	-27.2%	?
11	Cc1occc1-c1nnc(SCC(=O)Nc2nc3ccccc3s2)o1	15.2%	-0.6%	-2.4	10.6%	-24.3%

#	GLP1R ag	DRD3 agonist	PI5P4Ka inh	DRD3 antagonist
3	1.3%	-7.3	-12.8	?
11	6.5%	23.6	.	-103.4*

Back to the main list, starting four compounds before the break.
#	Structure	GLP-1R inv ag	PLK1 PBD inh	IL-2 act	WRN inhibitor	GLP1R cytotox
9	COc1ccc(/C=N\NC(=O)CCc2c(C)n[nH]c2C)c(OC)c1OC	3.8%	-7.3%	8.5	-6.7%	7.7%
10	COC(=O)/C(=N/Nc1ccccc1)N1CCCc2ccccc21	0.0%	1.1%	-3.8	-12.0%	6.4%
11	Cc1occc1-c1nnc(SCC(=O)Nc2nc3ccccc3s2)o1	15.2%	-0.6%	-2.4	10.6%	-24.3%
12	O=C1CNC(=O)/C1=C/c1ccc(O)cc1	-13.2%	-29.3%	1.8	-11.2%	12.5%
13	Cc1cccc(C)c1NC(=O)C(c1cc2ccccc2o1)N1CCC(c2ccccc2)CC1 (stereo unspecified)	14.3%	-12.7%	-0.7	3.6%	15.7%
14	COc1ccc(Cl)cc1C(=O)Nc1ccc2nc(Nc3cccc(Cl)c3)cc(C)c2c1	?	.	.	.	3.1%
15	C=CCNC(=O)c1ccccc1NC(=O)COc1ccccc1	-6.2%	-5.6%	-1.2	-21.4%	1.9%
16	NS(=O)(=O)c1ccc(NC(=O)CSc2nnc(C3CC3)n2C2CC2)cc1	7.5%	-10.9%	1.6	-4.4%	-1.5%
17	N=C(N)N=Nc1c(O)[nH]c2ccc(Br)cc12	41.5%[activator]	5.2%	0.2	6.0%	-17.0%
18	CC(C)(Oc1ccc(Cl)cc1)C(=O)Nc1ncccn1	23.0%	?	0.2	-4.1%	2.3%
19	COc1ccc(-c2cc(C(=O)Nc3ccc4c(c3)OCO4)no2)cc1	4.5%&2.6%	-22.4%	-1.5	5.4%	-9.2%&1.3%
20	COc1ccc(N2C(=O)CSC23CCCCC3)cc1	1.8%	-4.8%	-2.0	1.5%	9.3%
21	CC1CCC(C(=O)NC(C(=O)NCCc2ccc(S(N)(=O)=O)cc2)C(C)C)CC1 (stereo unspecified)	10.2%	5.7%	-0.8	0.5%	7.5%
22	O=C(O)CCCCCNc1nc(=S)[nH]c2ccccc12	2.7%	-11.6%	1.1	-15.4%	-19.7%
23	Cc1cccc(C)c1NC(=O)C1(C)CSCC(=O)N1CCc1ccc(O)cc1 (stereo unspecified)	-6.0%	3.3%	0.5	5.2%	0.2%
24	COc1cc(/C=N/n2cnnc2)ccc1OCC(=O)N1CCOCC1	6.6%	-1.5%	0.8	-1.9%	-0.5%

#	GLP1R ag	DRD3 agonist	PI5P4Ka inh	DRD3 antagonist
9	6.6%	-1.8	1.8	2.9
10	6.5%	3.7	8.7	-2.6
11	6.5%	23.6	.	-103.4*
12	5.8%	2.0	.	-19.3
13	.	-10.2	1.8	-19.3
14	0.2%	6.1	.	.
15	22.7%	-2.9	-3.2	0.0
16	-3.9%	3.5	10.3	16.3
17	5.7%	-5.9	4.8	-2.7
18	4.6%	3.1	3.8	14.2
19	-1.1%	-15.4&7.2	-8.3	-10.4
20	12.8%	-4.7	.	37.6
21	-4.9%	0.2	-8.1	1.4
22	-15.3%	-7.6	-15.3	-18.2
23	.	-2.0	6.3	-0.5
24	3.3%	10.4	2.1	0.0

More structures.
#	Structure	GLP-1R inv ag	PLK1 PBD inh	IL-2 act	WRN inhibitor	GLP1R cytotox
25	Cc1cccc(-c2nnn3c2nc(NCCC(C)C)c2ccccc23)c1	2.2%	.	.	.	1.9%
26	CC(=O)NC(Cc1ccccc1)C(=O)OCC(=O)c1ccc(F)cc1 (stereo unspecified)	2.8%	-6.4%	3.1	-1.1%	-10.6%
27	CS(=O)(=O)c1cccc(C(=O)Nc2ccc(S(=O)(=O)N3CCCCC3)cc2)c1	-13.9%	-9.8%	-2.7	4.2%	-1.3%
28	Cc1ccc(C(=O)c2oc3ccccc3c2NC(=O)COc2ccccc2C)cc1	11.5%	.	.	.	4.4%
29	CCc1ccc(CNC(=O)C2CCCN(c3nnc(C)c4c(C)n(-c5ccccc5)nc34)C2)cc1 (stereo unspecified)	9.1%&14.5%	8.6%	-0.9	1.0%	-21.1%&-21.6%
30	Cc1cc2ncn(C(=O)N3CCC(C)CC3)c2cc1C	-5.3%	2.5%	0.0	-1.3%	?
31	CN(C)/C=C(/C(=O)c1ccc(Cl)c(Cl)c1)S(C)(=O)=O	15.5%	-10.5%	-0.1	-2.6%	-6.1%
32	N#Cc1ccc(NC(=O)Cn2c3[n+](c4ccc(C(F)(F)F)cc42)CCCCC3)cc1	4.5%	23.8µM*	-0.8	0.6%	3.6%
33	CCS(=O)(=O)C(=C1Nc2ccccc2N1)S(=O)(=O)CC	7.8%	0.5%	-0.5	-7.9%	-1.3%
34	Cc1onc(-c2ccccc2)c1CNS(=O)(=O)c1ccccc1[N+](=O)[O-]	-12.9%	0.4%	-0.6	-3.6%	-8.1%
35	CCCCn1c(N)c(N(CCOC)C(=O)c2ccc(OCc3c(C)noc3C)cc2)c(=O)[nH]c1=O	-0.4%	1.5%	0.0	1.8%	5.7%
36	COc1ccc(C(=O)NC(C)c2nnc(SCc3ccc(Cl)c(Cl)c3)n2C)cc1 (stereo unspecified)	?	-7.3%	-1.3	7.1%	-27.3%

#	GLP1R ag	DRD3 agonist	PI5P4Ka inh	DRD3 antagonist
25	-2.3%	0.0	.	.
26	-0.2%	-3.0	-3.4	5.0
27	-4.8%	-2.0	-4.7	-13.2
28	-3.1%	-21.3	.	.
29	3.2%	0.9&1.7	-4.0	61.6
30	3.7%	1.1	-9.3	-24.5
31	6.1%	3.4	1.4	7.3
32	5.6%	-12.7	?	?
33	-7.0%	-3.8	-4.0	17.2
34	0.6%	11.6	-4.9	7.5
35	-1.0%	1.4	5.0	2.3
36	9.7%	3.3	.	17.2

The list goes on:
#	Structure	GLP-1R inv ag	PLK1 PBD inh	IL-2 act	WRN inhibitor	GLP1R cytotox
37	COc1cc(/C=N/NC(=O)CCN2CCN(Cc3ccccc3)CC2)cc(OC)c1OC	0.5%	-3.9%	0.7	-3.6%	-2.3%
38	C=CCn1c(O)c(N=NC(=O)CNC(=O)c2ccco2)c2ccccc21	?	-9.0%	1.7	3.9%	?
39	CSc1ccc(CN2CCN(S(=O)(=O)Cc3ccccc3)CC2)cc1	-13.4%	1.9%	-4.6	-24.2%	-0.8%
40	Oc1ccc(N=Cc2ccc(-c3cccs3)s2)cc1	?	-3.4%	1.7	50.1µM*	?
41	CC(=O)c1cc(-c2ccccc2)n(CC(=O)Nc2ccc(C)c(C)c2)c1C	15.9%&-11.1%	1.8%	-2.9	-3.2%	-3.3%&-27.6%

#	GLP1R ag	DRD3 agonist	PI5P4Ka inh	DRD3 antagonist
37	1.7%	-7.4	0.1	-0.4
38	5.4%	1.0	-7.7	-15.2
39	15.1%	-12.7	-10.0	15.8
40	?	-12.3	.	?
41	1.7%	2.1&1.7	0.0	-10.4

Source: PubChem
